# Source: PubChem BioAssay
# ARNT TACC3 PPI = ARNT/TACC3 interaction disruption. AID 623870. inhibition, % at 9.99 µM. AlphaScreen His-ARNT PAS-B/GST-TACC3 binding, luminescence; TACC3 fragment carries E629A point mutation. hit rate 0.66% among 390,000;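 active = mean inhibition of replicates at least 50% and at least half of replicates each reaching 50%; inconclusive = half or more replicates reach 50% but mean below 50%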;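 note: 0% = complete ARNT plus TACC3 wells and 100% = ARNT alone without TACC3; many hits fall short of the cut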
# RAD52 anneal inh = RAD52 (human) annealing inhibition; P43351; recombinant RAD52 DNA annealing, FRET fluorescence; inhibition, % at 18.7 µM; hit rate 0.46% among 360,000; AID 651710;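 active = every replicate showing at least 50% inhibition; inconclusive = mean inhibition at least 50% but not in every replicate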
# Target sequence (P43351 whole entry, looked up): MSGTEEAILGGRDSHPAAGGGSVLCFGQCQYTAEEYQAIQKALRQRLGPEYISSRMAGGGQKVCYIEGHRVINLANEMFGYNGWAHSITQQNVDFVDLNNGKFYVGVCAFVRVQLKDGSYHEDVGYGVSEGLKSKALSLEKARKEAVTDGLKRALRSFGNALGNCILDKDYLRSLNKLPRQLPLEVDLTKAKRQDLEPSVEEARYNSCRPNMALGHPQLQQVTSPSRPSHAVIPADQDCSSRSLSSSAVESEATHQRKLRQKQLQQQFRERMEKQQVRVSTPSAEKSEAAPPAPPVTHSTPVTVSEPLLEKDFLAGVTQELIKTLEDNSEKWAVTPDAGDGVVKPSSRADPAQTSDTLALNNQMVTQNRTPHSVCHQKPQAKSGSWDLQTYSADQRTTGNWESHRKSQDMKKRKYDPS
# RAD54 inh = RAD54 (human) branch migration inhibition; Q92698; RAD54 Holliday junction branch migration, FAM/BHQ fluorescence; inhibition, % at 10.4 µM; hit rate 0.14% among 360,000; AID 602329;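 active = mean normalized replicate activity at least 40 and at least half of replicates scoring 40 or more; inconclusive = only one of the two criteria met; inactive = mean below 40 and under half of replicates reaching 40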;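 note: 0% = median of neutral control wells and 100% = median of positive control wells; inhibitors cause a drop in the FAM fluorescence signal; in these data hits start at about 50%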
# GSIS activator = GLuc luminescence reporter in INS-1E cells, primary screen for activators of glucose-dependent secretion of insulin. INS-1E GLuc reporter insulin secretion, 2-3 h. activation, % at 16.6 µM. hit rate 0.61% among 370,000;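 active = lowest replicate activation of at least 40%, so every replicate reaches that level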;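 note: 0% = median of neutral control wells and 100% = median of IBMX positive control wells; some compounds called inactive have numbers as strong as hits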
# esBAF inh = inhibitors of esBAF chromatin remodeling in mouse ES cells; hit rate 2% among 350,000; Bmi1-luciferase knock-in reporter, 24 h; 100% = twice the neutral-well signal; reporter increase, % at 12.5 µM; in the data active = activation above about 40%; inconclusive = no clear call, values can overlap the other calls;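 note: 0% = median of the plate's neutral control wells and 100% = double that signal; a rise in the Bmi1 reporter signal indicates esBAF inhibition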
# XiGFP reactiv = reactivates the inactive X chromosome in mouse fibroblasts; activation, % at 7.58 µM; XiGFP mouse fibroblasts, % GFP-positive cells imaging, 3 d; cells co-treated with 5-aza-dC sensitizer; scaled so ellipticine positive control = 100%; hit rate 0.055% among 360,000; AID 743238;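 active = mean normalized replicate activation at least 10% and every replicate at or above 10%; inconclusive = only one of the two criteria met; inactive = mean below 10% and not all replicates reach 10%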;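 note: 0% = median of on-plate neutral control wells and 100% = ellipticine 6 µM median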
#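 Material: XiGFP fibroblasts, SV40-immortalized. Buffer or medium: DMEM plus 5-aza-dC sensitizer. Compound: single concentration per compound, delivered by pin transfer. Times: 3 days compound exposure. Controls: ellipticine 6 µM.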
# ERAP1 HTS inh = ERAP1 (human) enzyme inhibition; Q9NZ08; AID 652197; inhibition, % at 10.7 µM; hit rate 0.15% among 340,000; recombinant ERAP1, Leu-AMC fluorescence, 60 min;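 active = mean replicate inhibition of at least 30%, or all replicates individually reaching that 30% level; inactive = mean below 30% and not every replicate reaching it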;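 note: 0% = neutral control wells and 100% = L-leucinethiol positive control wells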
# F508del corr = correctors of CFTR F508del function in bronchial epithelial cells; activity (quench increase), % at 7.58 µM; CFBE cells, YFP halide quenching; stimulated with forskolin plus potentiator P3; % fluorescence drop versus neutral controls; AID 720511; hit rate 0.36% among 350,000;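 active = mean added fluorescence quench of at least 8% versus neutral control, with both replicates also reaching 8%; inconclusive = only one of the mean or replicate conditions met; inactive = mean below 8% and not both replicates reaching 8%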;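 note: cells transiently co-express mutant CFTR-F508del with the halide-sensitive YFP; corrector assay measuring rescue of mutant channel to the surface after 24 h compound exposure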
# An asterisk follows results filed as active; ? = inconclusive; · = no result given; & = joins results of further samples.
SMILES,ARNT TACC3 PPI,RAD52 anneal inh,RAD54 inh,GSIS activator,esBAF inh,XiGFP reactiv,ERAP1 HTS inh,F508del corr
COc1ccc(C2CC(=O)c3cnn(-c4nc(C)cc(C)n4)c3C2)cc1 (centres undefined),-1,-18,·,0,·,0.1,3,-0.7
O=C(O)c1cc2c(cc1NC(=O)c1c(F)cccc1F)OCCCO2,8,-11,0,34,0,0.1,-4,-2.5
CCOc1ccccc1NC(=O)CCC(=O)O,-10,·,-1,-4,2,·,·,·
CC(C)(O)C#Cc1ccc([C@H]2[C@@H](CO)N3CCCCN(C(=O)c4ccncc4)C[C@@H]23)cc1,-5,-4,7,10,-1,0.0,-2,-0.8
O=C(CSc1nnc(-c2ccncc2)n1-c1ccc(F)cc1)NC(=O)NCc1ccco1,5,-18,12,-3,-6,·,2,1.2
CC1CCN(CC(=O)c2cccs2)CC1,-10,1,·,16,·,0.2,3,-2.6
CCC(=O)Nc1ccc2c(c1)C(=O)N(C)C[C@@H](OC)[C@H](C)CN(C(=O)Cc1cccnc1)[C@H](C)CO2,-3,-3,-3,-8,3,0.6,0,1.2
COc1cccc(N2CCN(c3ccc4nnc(CCC(=O)Nc5ccc(F)cc5)n4n3)CC2)c1,-1,-13,10,7,-5,0.0,-1,0.8
O=C(COC(=O)c1ccc(F)c(S(=O)(=O)N2CCOCC2)c1)Nc1ccc(Cl)cn1,·,-7,6,·,-4,-0.1,-3,-0.2
CC(C)(C)c1cc(C(=O)NNc2ccc(OC(F)(F)F)cc2)n(Cc2ccccc2)n1,-9,1,·,0,-7,-0.1,3,1.3
CCOc1cc(N2CCOCC2)c(OCC)cc1NS(=O)(=O)c1ccc2c(c1)CC(=O)N2,·,-7,-1,4,1,0.2,1,-2.8
Cc1c(C)n(C(=O)CN2CCC(C(N)=O)CC2)c2ccccc12,2,·,5,3,3,·,·,·
O=[N+]([O-])c1cc(/C=N/NC(=S)Nc2ccccc2Cl)ccc1Cl,-2,-4,7,3,46*,0.1,-5,1.1
CCC(=O)Nc1ccc2c(c1)C(=O)N(C)C[C@H](OC)[C@H](C)CN(Cc1ccccc1OC)[C@H](C)CO2,-6,25,-5,2,1,0.1,-1,·
O=C(O)CCC(=O)NNC(=O)c1ccc([N+](=O)[O-])cc1,29,-4,·,-11,·,0.0,·,-1.7
CCOC(=O)c1c(-c2ccccc2)csc1NC(=O)CSc1nnc(C)s1,-4,·,0,-23,0,-0.1,·,·
CCOC(=O)c1sc2nc(C)nc(N3CCN(S(=O)(=O)c4ccccc4)CC3)c2c1C,3,-20,3,1,14,0.1,0,5.3
N#Cc1c[nH]n2c(=O)c3c(nc12)CCC3,1,-35,·,5,·,0.0,10,-0.6
COc1ccc2c3c(n(C)c2c1)[C@@H](CO)N(C(=O)c1ccncc1)CC31CCN(S(C)(=O)=O)CC1,·,13,·,19,·,0.0,-2,0.3
CC(=O)c1c(C)[nH]c(C(=O)COC(=O)c2cc(S(=O)(=O)N(C)c3ccccc3)ccc2Cl)c1C,7,-13,·,-8,·,-0.1,3,·
Cn1c(Cl)cnc1C(O)(c1ccccc1)c1ccccc1,-2,-10,·,3,·,0.0,·,0.3
Cc1nc(Nc2cccc(O)c2)c2oc3ccccc3c2n1,12,-8,1,-5,?,0.0,0,2.0
O=C(NC(Cc1ccccc1)C(=O)O)/C(=C/c1ccc(Cl)cc1)NC(=O)c1ccccc1 (centres undefined),-9,-13,6,-6,·,0.2,14,·
CO[C@H]1CN(C)C(=O)c2cc(NC(=O)CC(F)(F)F)ccc2OC[C@H](C)N(S(=O)(=O)c2cn(C)cn2)C[C@@H]1C,-4,-37,-2,-5,1,-0.3,1,-0.4
CN(C)S(=O)(=O)c1cccc(-c2csc(=Nc3ccccc3)n2CCCN2CCOCC2)c1,23,5,-4,-17,·,-0.4,2,-0.2
O=C(NCCS(=O)(=O)NCc1ccc2c(c1)OCO2)c1ccccc1,-17,-12,-2,7,-8,0.0,-2,-1.9
COCCNC(=O)C[C@@H]1C[C@H]2c3cc(N(C)C)ccc3O[C@H]2[C@H](CO)O1,·,-62,-13,4,1,0.2,-2,1.0
COc1ccc(/C=N/NC(=O)C(C)Sc2ccccn2)cc1[N+](=O)[O-] (centres undefined),-7,0,·,10,·,0.0,24,·
O=C(CC1CCC1)NC(c1ccccc1)c1ccccc1,-2,-13,-1,11,0,-0.1,-4,-1.2
COc1cc(C#N)c(NC(=O)CN2CCN(CCO)CC2)cc1OC,-16,-5,·,3,·,0.3,-3,1.4
COCC#Cc1cnc2c(c1)C(=O)N([C@@H](C)CO)C[C@H](C)[C@H](CN(C)C(=O)Nc1ccc(OC)cc1)O2,5,5,0,21,-17,-0.7,6,1.9
CCOC(=O)N(C)C[C@@H]1OCc2ccccc2-c2ccccc2C(=O)N([C@H](C)CO)C[C@@H]1C,3,2,-1,15,0,0.3,2,-2.9
CN(C)S(=O)(=O)c1ccc(C(=O)Nc2nnc(SCc3cccc4ccccc34)s2)cc1,2,-4,·,11,·,0.6,5,·
CSc1cccc(NC(=O)c2[nH]c(C)c(C(C)=O)c2C)c1,3,-9,·,-4,65*,-0.1,1,-3.6
CC1=C(C(=O)OCc2ccccc2)C(c2ccc([N+](=O)[O-])cc2)NC(=O)N1CCCC(=O)O (centres undefined),-1,5,-6,1,-6,0.4,-1,-0.4
COc1cc(/C=C2\NC(=S)N(C)C2=O)ccc1OCc1ccccc1F,-2,-23,1,-2,6,0.1,-2,-3.6
CCO[C@@H]1OC(C(=O)NCc2nc3ccccc3[nH]2)=C[C@H](C2CCCCC2)[C@H]1CCCO,1,-61,4,2,3,0.6,0,1.8
O=C(O)c1cccc(-c2ccc(/C=N/NC(=O)C3COc4ccccc4O3)o2)c1 (centres undefined),5,-1,·,0,·,0.0,-52,-2.4
CC(c1nc2ccccc2[nH]1)n1c(-c2ccncc2)nc2ccccc21 (centres undefined),·,7,·,2,·,0.1,2,0.9
Cc1nc2ccccc2c(=O)n1-c1ccc(NS(=O)(=O)c2ccc(F)cc2)cc1,1,-3,·,-15,1,0.0,-2,3.6
CN(C)C(=O)CCc1ccc2c3c([nH]c2c1)[C@]1(CCC2CCCC2)[C@@H](C(=O)N2CCOCC2)C[C@H](CC(=O)NCC24CC5CC(CC(C5)C2)C4)C(=O)N1CC3,-3,13,-11,-18,14,0.0,·,3.3
O=C(CCC(=O)N1CCN(c2ccc(Cl)c(Cl)c2)CC1)c1ccccc1,1,-40,-3,8,6,0.1,-1,1.4
COC(=O)C1=C(C)N(C)C(=NCc2ccccc2C(F)(F)F)NC1c1ccc(Cl)cc1 (centres undefined),·,8,·,-34,·,-0.1,-2,2.1
Oc1ccc(Nc2ccc3ccccc3c2)cc1,·,0,-12,·,49*,0.2,1,-0.5
CCOC(=O)c1c(-c2ccc(C)cc2)csc1NC(=O)CCN1CC(C)OC(C)C1 (centres undefined),-1,-1,-3,-34,·,-0.2,-5,·
O=C(Cn1c(=O)oc2ccccc21)Nc1ccc(Br)cc1,-7,-15,9,-19,4,0.1,0,2.1
O=C(COc1ccc(Br)cc1)N1CCc2ccccc21,0,-7,·,-3,·,0.0,-1,1.6
CCc1cc(C(=O)NCC(C)(C)N2CCOCC2)sc1C,-4,-3,·,2,0,0.0,3,-1.6
CN1C(=O)c2cc(NC(=O)C3CCOCC3)ccc2OC[C@@H]2O[C@@H](CC(=O)NCc3ccc4c(c3)OCO4)CC[C@H]21,-2,15,-6,-1,4,0.0,1,·
CC(=C/c1ccccc1)/C=N/Nc1nc(N2CCOCC2)nc(N2CCOCC2)n1,12,-7,-3,4,·,-0.1,0,-0.9
OCCN1CCN(CC(O)COCC2COc3ccccc3O2)CC1 (centres undefined),-4,-8,0,5,-7,0.3,-4,0.0
CCCCc1ccc(NC(=O)CSc2nc(=O)n(CCN(CC)CC)c3c2CCCC3)cc1,4,7,11,-8,-39,0.0,2,-0.1
C[C@H](CO)N1C[C@H](C)[C@H](CN(C)C(=O)Nc2ccc(C(F)(F)F)cc2)Oc2ccc(NC(=O)CCN3CCOCC3)cc2C1=O,4,-7,-25,0,-2,-0.1,0,-1.0
COC(=O)Cc1[nH]n(-c2nc3ccccc3s2)c(=O)c1C(C)=Nc1ccc(C)cc1,4,-23,·,12,·,-0.1,-1,-2.7
Cc1cc(C)nc(N2CCN(CC(=O)NCc3ccccc3)CC2)n1,-13,·,-7,0,1,·,·,·
FC(F)Sc1nc(-c2ccccc2)c(-c2ccccc2)n1C(F)F,1,·,4,11,·,-0.1,·,·
Cc1ccc(C)c(NCc2n[nH]c(=S)n2-c2ccccc2)c1,5,-11,·,12,·,0.0,-7,-3.4
CCN(c1ccccc1)S(=O)(=O)c1ccc(C(=O)Nc2cccc(C)n2)cc1,1,-12,-9,-29,16,0.0,-1,7.7
CCOC(=O)C1CCN(Cc2nnc(-c3ccccc3C)o2)CC1,-2,-11,-8,-10,-1,-0.1,0,-0.3
COCC(C)OC(=O)c1c(N)n(CCCN2CCOCC2)c2nc3ccccc3nc12 (centres undefined),-3,-1,16,0,-3,0.1,13,-1.4
# (continued)
SMILES,ARNT TACC3 PPI,RAD52 anneal inh,RAD54 inh,GSIS activator,esBAF inh,XiGFP reactiv,ERAP1 HTS inh,F508del corr
COc1ccccc1S(=O)(=O)N(C)C[C@H]1Oc2ncc(Br)cc2C(=O)N([C@H](C)CO)C[C@H]1C,·,-10,-2,23&4,1&3,-0.1&0.6,11,-0.1&-5.9
C[C@H]1CN([C@@H](C)CO)C(=O)CCCn2nncc2CO[C@@H]1CN(C)C(=O)Nc1ccccc1,-9,-2,2,7,-4,0.0,-1,0.6
C[C@H](CO)N1C[C@H](C)[C@@H](CN(C)Cc2ccc3c(c2)OCO3)Oc2ccc(NC(=O)c3ccncc3)cc2C1=O,1,0,10,5,0,-0.1,0,-1.1
COc1ccc(C(=O)Nc2c(O)ccc3ccccc23)cc1OC,12,-17,-15,27,7,0.1,·,-0.2
O=C(C1CCCN(c2nnc(-n3cccc3)s2)C1)N1CCN(c2ccccc2)CC1 (centres undefined),14,5,-2,0,0,-0.1,-6,0.2
O=c1cc(N2CCc3ccccc3C2)[nH]c(=O)n1-c1ccc(Br)cc1,-19,-11,-14,-6,-3,·,-1,-1.6
COc1cc2c(cc1OC)-c1cc(Nc3ccccc3C)nc(=O)n1CC2,23,6,-14,53*,-5,0.0,3,1.7
CCCOc1ccc(CC(=O)N/N=C\c2ccc(F)cc2)cc1,-3,-5,2,·,6,0.0,2,0.5
CC(CN1CCOCC1)OC(=O)c1ccc(Cl)cc1Cl (centres undefined),-7,-4,-5,4,7,0.0,-2,-1.3
CCc1ccc(NC(=O)N(CCN2CCOCC2)Cc2ccc3c(c2)CCCN3CC)cc1,15,·,2,-27,-4,·,·,·
CCOc1ccc2[nH]c(SCC(=O)OC)c([N+](=O)[O-])c2c1,2,1,·,9,·,0.3,-1,-1.4
Nn1c(SCC(=O)Nc2ccccc2)nnc1-c1cccnc1,-5,·,11,1,11,·,·,·
COc1ccccc1C(=O)NCCOc1ccc(C(C)(C)C)cc1,·,-6,1,-21,0,0.1,·,1.4

# An unsorted share of the library; about 3.3% have a hit in one of these screens.
